LDHA inh: qHTS assay for inhibitors of human lactate dehydrogenase; purified LDHA, NADH/diaphorase-resazurin fluorescence; hits give low values; activity change, % (values are at about 110 or 230 µM); 480,000 tested, 0.15% active; AID 1347041, 2019; in the data active means activity change below about -30%;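 further: plate controls were DMSO wells for no effect and wells without enzyme for full effect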
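LDH5 2 nM; NADH 0.06 mM, pyruvate 0.2 mM; 200 mM Tris pH 7.4, EDTA, Tween-20; 5 min RT. Detection: diaphorase 0.133 mg/mL + resazurin 37 µM, fluorescence ex540/em590 at 0 and 20 min; normalized to enzyme-free and DMSO wells.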
* marks the source's active call; other numbers are inactive results.

SMILES	LDHA inh
O=C(Nc1cccc(Cl)c1)c1nc2ccccc2nc1N1CCOCC1	4
Cc1ccc(S(=O)(=O)N2C(c3ccccc3)CC(=O)C3CN(S(=O)(=O)c4ccc(Cl)cc4)C(c4ccccc4)CC32)cc1 (centres undefined)	-7
CC(=O)Nc1ccc(C(=O)COc2ccc(C(C)=O)cc2)cc1	1
CCc1ccc(C(NS(=O)(=O)c2cccs2)c2cccs2)cc1 (centres undefined)	3
CCC(CC)NC(=O)Nc1ccccc1F	2
O=C(Nc1sc2c(c1-c1nc3ccccc3s1)CCNC2)C(F)(F)F	14
O=C(OCC(=O)N1CCc2ccccc21)c1cc(Cl)ccc1[N+](=O)[O-]	-3
CN(C)CCNc1oc(/C=C/c2cccs2)nc1C#N	-5
CCc1ccc(NC(=O)C2CC3CCCC(C2)C3=O)cc1 (centres undefined)	0
O=C(NCc1ccncc1)NCC1(c2ccccc2)CC1	9
O=C1CCC/C(=N/NC(=O)c2cc(-c3ccncc3)nc3ccccc23)C1	18
CCCOc1ccc(NC(=O)COc2ccccc2)c2cccnc12	-2

Some values from the entries so far.
O=C(OCC(=O)N1CCc2ccccc21)c1cc(Cl)ccc1[N+](=O)[O-] @ LDHA inh = -3
CCc1ccc(NC(=O)C2CC3CCCC(C2)C3=O)cc1 (centres undefined) @ LDHA inh = 0
CC(=O)Nc1ccc(C(=O)COc2ccc(C(C)=O)cc2)cc1 @ LDHA inh = 1
Cc1ccc(S(=O)(=O)N2C(c3ccccc3)CC(=O)C3CN(S(=O)(=O)c4ccc(Cl)cc4)C(c4ccccc4)CC32)cc1 (centres undefined) @ LDHA inh = -7
O=C(Nc1cccc(Cl)c1)c1nc2ccccc2nc1N1CCOCC1 @ LDHA inh = 4
CCc1ccc(C(NS(=O)(=O)c2cccs2)c2cccs2)cc1 (centres undefined) @ LDHA inh = 3

Next entries follow.
SMILES	LDHA inh
O=[N+]([O-])c1cccc2nc(/C=C/c3ccc(O)cc3)ccc12	4
CCOCCCNC(=O)C1CC(=O)N(CCc2c[nH]c3ccc(C)cc23)C1 (centres undefined)	2
CC(Sc1nnc2c(Cl)cc(C(F)(F)F)cn12)c1ccc(F)cc1 (centres undefined)	-1
CC1(C)C2CCC1(C(=O)Nc1ccc(C(F)(F)F)cc1)c1nc(C#N)c(C#N)nc12 (centres undefined)	-2
O=C(/C=C/c1cccc2cccnc12)OCc1cc(-c2ccc(Cl)cc2)no1	0
CC(C)CCNC(=O)CCCc1nnc2c(=O)n(-c3cccc(F)c3)ccn12	-5
COc1ccccc1C(=O)Oc1ccc(Cl)cc1	3
Cc1cc(SCC(=O)Nc2ccc(F)cc2F)nc2ccccc12	5
Cc1ccc(O)c(NC(=O)c2cc(-c3cccnc3)nc3ccccc23)c1	-4
COCCCNC(=O)Nc1ccc2nc(N3CCOCC3)cc(C)c2c1	2
CCOc1cc(/C=C2/NC(=O)NC2=O)cc(Cl)c1OCc1ccc(C(=O)O)cc1	4
Cc1nc(NC(=O)C(C)C)ccc1I	-19
COc1ccc2nc(SCC(=O)N3N=C(c4cccs4)CC3c3ccco3)[nH]c2c1 (centres undefined)	14
COc1ccc(OC)c(C(=O)COC(=O)c2c(Cl)cccc2Cl)c1	4
CCCCn1c(N)c(N(CC)C(=O)c2cc(-c3ccc(OC)cc3)nc3ccccc23)c(=O)[nH]c1=O	-4
COc1ccccc1CNC(=O)c1ccc2cn[nH]c2c1	6
Clc1ccc(-c2nnc(CSc3nnc4ccccn34)o2)cc1	12
Cc1ccc(CNC(=O)c2scnc2C)s1	7
CCN(CC)C(=O)CSc1nnc(-c2ccccc2OC)n1N	-1
COc1ccc(S(=O)(=O)Nc2ccc3oc(-c4ccccc4OC)cc(=O)c3c2)cc1	0
CC(C)C(NC(=O)N(C)Cc1ccccc1)c1ccc2c(c1)OCCO2 (centres undefined)	-12
O=C(CNC(=O)c1ccccc1)OC(CCc1ccccc1)C(=O)Nc1cc(C(F)(F)F)ccc1Cl (centres undefined)	-8
CCC1CN(C(=O)N2CCC(C(=O)NCc3cccc(C)c3)CC2)c2cc(C)ccc2O1 (centres undefined)	4
COc1ccc(S(=O)(=O)Nc2nc3ccccc3nc2Nc2ccc(C(=O)O)cc2)cc1	7
CC(C)CCNc1nc2c(c(=O)n(C)c(=O)n2C)n1Cc1cccc(Cl)c1	7
O=C(C1CCC1)N(C1CCCCC1)C1CCCCC1	0
CCONC(=O)CSCc1ccc(C)cc1	10
COc1ccc(CCC(=O)Oc2ccc3c(c2)OCO3)cc1	19
Cc1ccc(CNC(=O)c2ccc3cc[nH]c3c2)cc1	10
CC(=O)Oc1cc2c(=O)c3ccccc3sc2cc1C	3
CC(OC(=O)c1cc[n+]([O-])cc1)C(=O)Nc1ccc2ccccc2c1 (centres undefined)	5
CCc1ccc(-c2cc3c(=O)[nH]nc(SCC(=O)NC(C)C)n3n2)cc1	0
Nc1sc2c(c1C(=O)NCCc1ccccc1)CCCC2	-6
Cc1cc(C)c2c(-n3cccc3)nn(CCCC(=O)NCc3ccc(Cl)cc3)c2n1	-3
Nc1nccnc1C(=O)NCc1ccc(Oc2ccc(F)cc2)cc1	7
Cc1nc(-c2cccs2)c(CC(=O)Nc2ccc3c(c2)OCCO3)s1	1

Three records drawn at random from the list so far, as already listed:
SMILES	LDHA inh
CC(OC(=O)c1cc[n+]([O-])cc1)C(=O)Nc1ccc2ccccc2c1 (centres undefined)	5
Cc1cc(C)c2c(-n3cccc3)nn(CCCC(=O)NCc3ccc(Cl)cc3)c2n1	-3
CC(C)CCNc1nc2c(c(=O)n(C)c(=O)n2C)n1Cc1cccc(Cl)c1	7

Remaining list, next part.
SMILES	LDHA inh
CCNc1c(NC(=O)Nc2ccc(Br)cc2F)c(=O)oc2ccccc12	-1
CC(C)C(=O)Nc1ccc([N+](=O)[O-])cc1	6
COC(=O)c1sccc1NC(=O)CC(C)(C)CC(=O)O	-2
COC(=O)c1ccc(Oc2coc3cc(OC(=O)N4CCOCC4)ccc3c2=O)cc1	0
COC(=O)c1cc(NC(=O)c2ccccc2OC(F)F)c(F)cc1F	1
COc1ccc2c(C)c(CCC(=O)N(C)C3CCC(C)CC3)c(=O)oc2c1 (centres undefined)	0
CCCCn1c(=O)n(C(C)C(=O)Nc2ccc3c(c2)CCC3)c(=O)c2c1ncn2Cc1ccco1 (centres undefined)	-11
Cc1c(C(=O)Nc2cc(F)ccc2F)sc2nc(-c3ccccc3)cn12	9
CC(C)[C@H](NC(=O)Cc1ccccc1)C(=O)O	-2
CCCCNC(=O)C1c2ccccc2OCC(=O)N1CC(F)(F)F (centres undefined)	4
O=C(NCc1ccc2c(c1)OCO2)c1nn(-c2ccc(Cl)cc2)nc1CO	-11
O=S(=O)(Cc1ccccc1)NCc1cccc(CNS(=O)(=O)Cc2ccccc2)c1	-1
CCCCc1ccc(NC(=O)C23CC4CC(CC(C4)C2)C3)cc1	-1
CC(C)(C)N(Cc1ccccc1)C(=O)COc1ncnc2ccccc12	-1
Cc1ccc(S(=O)(=O)N2CCCC(C(=O)Nc3ccnc4ccccc34)C2)cc1 (centres undefined)	0
CCOc1ccc(C(=O)NCC2CCCO2)cc1Cl (centres undefined)	9
CCOc1ccc(-c2cc(C(=O)OC)c3cc(C)ccc3n2)cc1	-24
CCN(CC)S(=O)(=O)c1ccc(N2CCCC2)c(NS(=O)(=O)c2ccc(C)cc2)c1	13
Cc1cc(C)c(OCC(=O)Nc2ccc(NC(=O)c3ccco3)c(C)c2)c(Br)c1	-5
Cc1oc2cc(OC(C)C(=O)Nc3ccc4c(c3)OCCO4)ccc2c(=O)c1-c1ccccc1 (centres undefined)	-17
Cc1cc(=O)oc2c(C)c(OCC(=O)NCCN(C)C)ccc12	0
Cc1ccc(-c2nc(NC(=O)c3cc(C)on3)sc2C)cc1	8
O=C(O)C1CCN(C(=O)Cn2ccc3c(Cl)cccc32)CC1	-9
C#CCNC(=O)CCc1ccco1	2
CCc1ccc(CC)c(C(=O)Cn2c(Cl)nc3c2c(=O)n(C)c(=O)n3C)c1	6
FC(F)(F)c1cn2cc(Cl)ccc2n1	6
CCCCn1nnnc1C(c1ccccc1)N1CCN(c2ccc(C(F)(F)F)cc2[N+](=O)[O-])CC1 (centres undefined)	-2
O=C(CSc1cccc2cccc(Cl)c12)Nc1cccc(I)c1	16
COCCCN(CCOC)Cc1ccccc1	4
Cc1c(NC(=O)COC(=O)C2(c3ccc(Cl)cc3)CCCC2)cccc1[N+](=O)[O-]	8
C/C(=N\NC(=O)C1CCCCC1)c1ccc(NC(=O)c2ccc(Cl)s2)cc1	2
O=C(Nc1nc(-c2ccccn2)cs1)C1CC(=O)N(c2ccccc2F)C1 (centres undefined)	23
O=c1c2cc(Cl)ccc2ncn1Cc1ncon1	3
CCC(C)NC(=O)c1cccc(N(C)C)c1 (centres undefined)	0
CC(C)(C)c1ccc(CS(=O)CCC(=O)Nc2ccccc2)cc1 (centres undefined)	11
CC(C)c1ccc(-n2nnnc2SCC(=O)N(Cc2ccco2)C2=CCCCC2)cc1	9
O=C1CC2(CCCC2)C(=O)N1Cc1ncc(-c2ccccc2)o1	0
CC(C)n1nc(C(=O)NCc2cccs2)c2ccccc2c1=O	7
C/C(=N/Nc1ccc2ccccc2c1)c1ccccc1	47
CCn1c(=O)n(CC(=O)N(C)CC(=O)Nc2ccccc2Br)c2ccccc21	3
Cn1cnnc1Sc1ccc(/C=N/Nc2ccc(S(N)(=O)=O)cc2[N+](=O)[O-])cc1[N+](=O)[O-]	-8
COC(=O)c1ccc2c(=O)[nH]c(CSc3nnc(-c4cccnc4)n3Cc3ccccc3)nc2c1	7
CCC1CCC/C1=N\NC(=O)c1ccncc1 (centres undefined)	2
CC(C(=O)N(C)C1(C#N)CCCCC1)n1cnc2c1c(=O)n(C)c(=O)n2C (centres undefined)	-5
CCn1nc(C(=O)Nc2ccc(C)cc2)c2ccccc2c1=O	2
CN(CC(F)(F)F)C(=O)CCNC(=O)c1ccc(Br)cc1	5
O=C(COc1ccc(Br)cc1F)OCC(=O)N1CCNC1=O	-3
O=C(NCc1ccccc1)[C@@H]1CCCN1C(=O)[C@@H]1CCCN1C(=O)c1cccs1	-2

The list goes on, overlapping the part above by 4 compounds.
SMILES	LDHA inh
CCn1nc(C(=O)Nc2ccc(C)cc2)c2ccccc2c1=O	2
CN(CC(F)(F)F)C(=O)CCNC(=O)c1ccc(Br)cc1	5
O=C(COc1ccc(Br)cc1F)OCC(=O)N1CCNC1=O	-3
O=C(NCc1ccccc1)[C@@H]1CCCN1C(=O)[C@@H]1CCCN1C(=O)c1cccs1	-2
O=c1c2cnc3nc(C(F)(F)F)nn3c2ccn1-c1ccc(F)c(F)c1	-2
CCOc1ccc(NC(=O)NC2(C(F)(F)F)Oc3ccccc3O2)cc1	83
COc1ccc(OC)c(NC(=O)Nc2ccc(CN3CCOCC3)cc2)c1	5
CN(CCCOc1ccccc1-c1ccccc1)CCCOc1ccccc1-c1ccccc1	0
CCCCn1nc(C(=O)Nc2nnc(Cc3ccccc3)s2)c2ccccc2c1=O	-3
CCC(C)c1ccc(Nc2nc(-c3ccc(S(=O)(=O)N4CCCC4)cc3)cs2)cc1 (centres undefined)	3
O=C(c1ccccc1F)N(Cc1cccc2[nH]ccc12)C1CC1	6
O=C(c1ccncc1)N(Cc1cccs1)C1CC1	0
Cc1ccc(C(=O)N/N=C/c2ccccc2)s1	-8
CCC(C)Oc1ccccc1/C=C(\C#N)c1nc2ccccc2[nH]1 (centres undefined)	-2
Cc1ccc(CC(=O)NC(C)c2ccccn2)cc1C (centres undefined)	-3
COC(=O)c1cc(C(=O)c2cc(F)ccc2O)cc(C(=O)OC)c1O	19
C=CCC1Cc2c(N)cccc2C(CC=C)N1 (centres undefined)	1
CCOC(=O)c1cnc2ccc(Cl)cc2c1Nc1ccccc1OC	-9
CN(C(=O)Cn1c(CN2CCOCC2)nc2ccccc21)c1ccccc1	1
CCOc1cccc(C(c2c[nH]c3ccccc23)c2c[nH]c3ccccc23)c1O	-23
O=C(Nc1ccccc1-c1ccccc1)c1cccc(Cl)c1	11
CCc1cc(C(=O)NNC(=S)NC(=O)c2ccccc2)cs1	2
COCCn1c(=O)[nH]c(=O)c2c3c(cnc21)C(=O)CC(c1ccc(F)cc1)C3 (centres undefined)	4
CCCCn1c(=O)c2c(nc(Br)n2Cc2ccccc2)n(C)c1=O	-1
COc1ccc(NC(=O)CCc2sc(C)nc2-c2cccs2)cc1OC	12
Oc1ccc(Cl)cc1C=NCc1ccccc1Cl	11
Oc1ccc(-c2nc(-c3ccccc3)cs2)cc1	-20
COc1cc(OC)cc(-c2nnc(Cc3ccccc3Cl)o2)c1	-1
N#Cc1ccccc1Cn1c(CN2CCCCC2)nc2scc(-c3cccs3)c2c1=O	-8
COc1ccc(CCNC(=O)Cc2c(C)c3ccc(OC(C)=O)c(OC(C)=O)c3oc2=O)cc1	17
O=C(CSc1cnc2ccccc2n1)OCc1ccccc1	-9
COC(=O)c1cc(NC(=O)c2nc3ccccc3nc2N2CCCC2)cc(C(=O)OC)c1	6
CC1CCC(C(C)C)C(OC(=O)COC(=O)/C=C/c2ccc3c(c2)OCO3)C1 (centres undefined)	6
O=C(O)CC(C(=O)O)c1ccc(Cl)cc1 (centres undefined)	2
CNS(=O)(=O)c1cc(NS(=O)(=O)c2ccc(Br)cc2Cl)ccc1C	-15
O=C(NC1CCN(Cc2cccc(C(F)(F)F)c2)CC1)C1CCC1	6
CCCCCCCCCCCCS(=O)CCC(=O)O (centres undefined)	-1
CCOC(=O)c1cc(CC)sc1NC(=O)Cn1nnc(-c2ccccc2)n1	4
Cc1csc(-c2nc3ccccc3n2C(C(=O)Nc2c(C)cccc2C)C2CC2)c1 (centres undefined)	2
CN(C)CCCNC(=O)c1nc(-c2cccc3[nH]ccc23)no1	10
CCOc1ccc(OCCOC(=O)Cc2coc3cc4c(cc23)CCC4)cc1	5
CCCOc1ccc(-c2nc(C#N)c(NCCN(C)C)o2)cc1	-32*
CC(=O)c1ccc(NC(=S)NCCc2ccc(Cl)cc2)cc1	3

Entries shown so far that have a tert-butyl group (2):
SMILES	LDHA inh
CC(C)(C)N(Cc1ccccc1)C(=O)COc1ncnc2ccccc12	-1
CC(C)(C)c1ccc(CS(=O)CCC(=O)Nc2ccccc2)cc1 (centres undefined)	11

Screening data (PubChem)

These rows are one share of the data; count on the stated rates, not on these rows.
